AID2073: inhibitors of Mint1-CaV2.2 protein interaction, biochemical, HTRF (AID 2073); HTRF protein-protein interaction, Mint1-CaV2.2; higher % means a stronger effect; inhibition, % at 20 µM; hits with a dose series show IC50 in µM; hit rate 0.19% among 290,000; in the data active means inhibition mostly above about 51%, no sharp cut-off; inconclusive means no clear call, values can overlap the other calls; inactive means mostly below about 53%; further: some results filed as inactive read as strong as hits
b-catenin transl: modulators of beta-catenin nuclear translocation; HeLa beta-catenin nuclear translocation, immunofluorescence imaging; nuclear translocation activity, % at 5 µM; hit rate 0.3% among 190,000; AID 1665;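 active means nuclear translocation activity above 50% at 5 µM, with a well cell count of 50 or more; inconclusive means wells under 50 cells across six images, flagged as toxic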;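 further: per-cell ratio of nuclear to cytoplasmic median beta-catenin stain intensity; plate controls were DMSO negative control for no effect and GSK-3 inhibitor IX positive control for full effect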
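Read-out: Nuclear/cytoplasmic beta-catenin signal ratio, % activation | Assay system: Human HeLa cell line | Times: 24 h compound exposure at 37°C, 5% CO2 | Signal: Fluorescence imaging of beta-catenin antibody stain plus DAPI | Dosing: 5 µM primary, 0.02–20 µM confirmation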
Dynein transport: dynein cargo transport inhibition | 3617.4 mouse cells, GR-EGFP nuclear translocation imaging; test concentration mostly 20 µM; stimulated with dexamethasone, 1 µM; hits give low values | z-score, hits read low | hit rate 0.47% among 220,000 | AID 1381;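 active means plate z-score of nuclear minus cytoplasmic receptor signal below a set negative limit, without overly bright fluorescence or cell loss, cut at about -3.5 in these data, passing the limit was not always enough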;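 further: z-score of nuclear minus cytoplasmic ring GR-EGFP intensity difference per well; some compounds called inactive have numbers as strong as hits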
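Medium: Induction medium lacking tetracycline, stripped serum | Probe or stimulus: 1.0 µM final dexamethasone stimulus | Schedule: 48 h induction, then 1 h compound, then 30 min agonist, 37 °C | Signal: Automated 10x imaging of fixed Hoechst-stained cells | Evaluation: Per-cell GR-EGFP intensity, nucleus versus surrounding cytoplasmic ring, well-averaged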
Insulin prom up: MIN6 insulin promoter up-regulation. z-score at 5 µM. MIN6 insulin promoter-GFP reporter, high-content imaging; hits give high values. hit rate 0.3% among 190,000. AID 1625;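 active means z-score above 3 at 5 µM with at least 500 cells counted in the well; inconclusive means wells under 500 cells, flagged as cytotoxic or low count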
MT stabilizer: microtubule stabilizers in HeLa cells; % tubulin-high responders, % at 10 µM; HeLa tubulin immunostaining HCS, 24 h; share of cells brighter than vehicle mean+2SD; hit rate 0.83% among 200,000;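 active means plate Z-score above 3 for both tubulin-high and condensed-nucleus cell shares, with cell loss under 80%, at 10 µM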;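 further: anti alpha tubulin signal scored within the nucleus-defined area of each cell; some results filed as inactive read as strong as hits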
WT yeast gro inh: growth inhibition of WT yeast, mitochondrial fusion screen. mitochondrial fusion phenotypic screen, WT strain. inhibition, % at 10 µM. hit rate 2.1% among 190,000. AID 1362; in the data active means inhibition above about 58%; tested in S. cerevisiae
Autophagy HCS: autophagy modulation, high-content screen | calls only at 10 µM (by protocol) | hit rate 0.98% among 190,000 | MEF GFP-LC3 puncta imaging; test concentration mostly 10 µM | AID 463193;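 active means percentage of spot-positive cells more than 3 SD above its plate mean, without a fluorescence outlier flag or 80% toxicity; inconclusive means no clear call, values can overlap the other calls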;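 further: spot-positive cell cutoff set from DMSO-treated cells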
Yfh1-off respiration: mitochondrial function rescue without frataxin homolog – Friedreich's ataxia, plus single-dose screen, dose response (AID 1465); S. cerevisiae Yfh1-off respiration, WST-1 reduction, 72 h; higher fold induction means a stronger effect; fold induction at 50 µM, or EC50 in µM where a hit was titrated; hit rate 0.074% among 220,000;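 active means fold induction of absorbance versus untreated yeast above a set limit, then at least 30% activation at any dose in follow-up; inconclusive means repeats straddling the limit, or above it without dose testing; inactive means fold induction below the set limit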;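 further: activators that raise dye reduction in frataxin-depleted yeast; strong numbers were not always called active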
HIV peptide binding: inhibitors of HIV fusion peptide binding, primary screen, biochemical, uHTS, fluorescence dequenching (AID 1986); cell-free peptide binding, fluorescence dequenching, 30 min; higher % means a stronger effect; inhibition, % at 20 µM, or IC50 in µM where a hit was titrated; hit rate 0.3% among 290,000; in the data active means inhibition mostly above about 52%, no sharp cut-off; inactive means mostly below about 76%; further: some results filed as inactive read as strong as hits
WT yeast gro inh mutant strain: recorded beside WT yeast gro inh, whose call it bears; inhibition, %; mitochondrial fusion phenotypic screen, mutant strain inhibition
Dynein transport cytoplasmic EGFP: recorded beside Dynein transport, whose call it bears; z-score; measured here: cytoplasmic GR-EGFP intensity; hits give high values
Dynein transport nuclear GR-EGFP: second read-out of Dynein transport, no call of its own (marks repeat the call); z-score; measured here: nuclear GR-EGFP intensity;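 lower value marks the stronger effect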
Dynein transport cell count: also measured in Dynein transport; calls as there; z-score; measured here: cell count per field
Insulin prom up cell count: recorded beside Insulin prom up, whose call it bears; cell count; measured here: cytotoxicity, nuclei count;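 total cells summed across four imaged fields per well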
b-catenin transl cell count 5 µM: also measured in b-catenin transl; calls as there; cell count; measured here: cell count, cytotoxicity flag
MT stabilizer Hoechst-high %: also measured in MT stabilizer; calls as there; % Hoechst-high responders; measured here: nuclear condensation Hoechst responders;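 share of cells brighter than vehicle mean plus two SD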
MT stabilizer cytotoxicity %: recorded beside MT stabilizer, whose call it bears; toxicity, %; measured here: cytotoxicity by cell density;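 0% = mean cell density of plate MIN control wells and 100% = no cells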
Autophagy HCS cell loss 18 h: further read-out of Autophagy HCS, marked with its call; toxicity, %; measured here: cell loss, nuclei count;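 cell loss after 18 h compound exposure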
Numbers without * were called inactive; i = inactive; ? = inconclusive; . = no result given.

SMILES	AID2073	b-catenin transl	b-catenin transl cell count 5 µM	Dynein transport	Dynein transport cytoplasmic EGFP	Dynein transport nuclear GR-EGFP	Dynein transport cell count	Insulin prom up	Insulin prom up cell count	MT stabilizer	MT stabilizer Hoechst-high %	MT stabilizer cytotoxicity %	WT yeast gro inh	WT yeast gro inh mutant strain	Autophagy HCS	Autophagy HCS cell loss 18 h	Yfh1-off respiration	HIV peptide binding
CCCCn1c(=O)[nH]c(=O)c2c1nc(-c1ccccc1F)n2Cc1ccccc1OC	11%	-0.9	1129	0.13	-0.25	0.21	-0.064	-1.5	1342	1.6	3.0	3.1	27	3	i	1	i	-0.6%
O=S(=O)(c1ccc(Cl)cc1)c1ccccn1	-9%	-2.5	886	-0.6	-0.26	-0.66	1.1	0.31	1289	5.7	2.5	5.7	-27	-11	i	-33	i	-2.2%
COc1ccc(CCN2C(=O)c3[nH]nc(-c4ccccc4O)c3C2c2ccccc2)cc1OC (stereo not drawn)	13%	-4.6	1108	-0.8	0.1	-0.42	0.054	0.09	1121	4.7	2.1	6.1	-3	-7	i	-6	i	6.1%
Cc1ccc(S(=O)(=O)N2CCC(C(=O)N[C@@H](C)C(=O)NC3CCCCC3)CC2)cc1	-6%	-6.0	969	0.88	-0.16	1.2	-0.21	-0.59	1281	2.6	1.2	2.3	8	-3	i	-4	i	1.2%
CCOC(=O)c1c(-c2ccc(F)cc2)csc1NC(=O)CN1C(=O)NC2(CCCCC2C)C1=O (stereo not drawn)	6%	-1.0	532	0.89	-0.28	0.4	-0.64	-0.93	1363	3.6	3.2	3.9	23	-23	i	1	i	-1.8%
CC(C)(C)N(NC(=O)Nc1ccc(F)cc1)C(=O)c1ccccc1	-3%	-5.4	574	1.8	-0.17	1.1	-2.2	-0.35	1267	3.1	2.9	0.5	6	7	i	-9	i	-0.4%
CC(C)NS(=O)(=O)c1ccc(OCC(=O)Nc2ccc3c(c2)OCO3)c(Cl)c1	2%	-0.3	1038	-0.0042	-0.25	-0.27	0.16	-0.74	1860	1.7	2.4	4.8	-17	-2	i	-5	i	-0.8%
O=C(Cc1cccc(C(F)(F)F)c1)NCc1cccc(Cl)c1	0%	-0.5	1024	0.0042	-0.16	-0.037	-0.39	-0.43	1450	3.1	2.9	8.0	-11	-19	i	7	i	2.7%
O=C(CCCN1C(=O)/C(=C/c2ccccc2Cl)SC1=S)NNC(=O)c1ccc(Cl)cc1	5%	0.2	1316	0.089	0.63	1	-0.85	0.5	1006	.	.	.	.	.	.	.	i	0.8%
COC(=O)c1cc(Br)c(=O)n(-c2cccc(F)c2)c1	13%	-0.9	1365	0.44	-0.2	0.15	0.44	1.2	1549	3.9	1.8	1.3	-22	-10	i	-5	i	-0.9%
O=c1c(O)c(-c2ccc3c(c2)OCO3)oc2ccccc12	-37%	-0.4	861	-0.25	-0.38	0.19	0.86	0.03	1352	9.8	2.2	9.9	2	-9	i	16	i	0.9%
COc1cccc(-c2nc(CS(=O)(=O)CC(=O)NCCCN3CCc4ccccc4C3)c(C)o2)c1	-2%	-1.8	1416	-0.12	-0.28	0.17	-0.027	-0.17	1623	7.1	5.0	4.3	-3	-5	i	-7	i	-2.0%
CCCCNc1nc(N(C)c2ccccc2)nc(-n2ccnc2)n1	6%	-1.7	928	-0.83	-0.18	-0.26	0.087	-0.54	1248	6.9	3.3	10.0	50	35	i	2	i	3.9%
Cc1cc(NC(=O)c2ccc(COc3ccccc3Cl)o2)no1	22%	-1.7	1146	0.086	-0.31	-0.12	0.51	0.54	1295	3.8	2.5	0.9	-4	2	i	6	i	2.9%
Cc1c(C(=O)Nc2cc(S(=O)(=O)N3CCOCC3)ccc2N2CCOCC2)oc2ccccc12	41%	-2.9	1087	-0.052	-0.37	-0.51	0.1	-2.2	1424	1.1	3.4	5.9	23	-2	i	1	i	1.7%
COc1cccc(NC(=O)C(=O)N2CCOCC2)c1	?	-2.9	1183	0.97	-0.22	0.26	-0.12	1	1019	3.1	2.9	3.8	0	-6	i	9	i	-0.2%
C/C(CS(=O)(=O)c1ccccc1)=N\O	6%	-0.8	1579	0.19	0.76	0.19	-0.79	0.71	1499	2.9	3.6	3.2	-4	20	i	-5	i	-0.9%
O=C(CSc1nnc(Cc2ccccc2)o1)c1cc(F)ccc1F	-9%	-1.5	1047	-1.1	-0.19	-0.57	0.48	0.2	1244	3.1	2.5	3.2	5	-5	i	0	i	-1.5%
CCOC(=O)c1[nH]c(C)c(C(=O)OCC(=O)N2c3ccccc3CC2C)c1C (stereo not drawn)	9%	-0.8	1407	0.26	-0.16	1	-0.51	-0.33	1558	2.3	1.0	8.2	-7	-2	i	-21	i	-1.0%
COc1nc(OCC#N)nc(N2CCCCC2)n1	2%	0.6	1136	-0.36	-0.13	-0.016	0.5	-0.75	1262	2.7	2.4	5.7	-8	-5	i	-1	i	0.4%
COC(=O)C1C(=O)NC(SC)=C(C#N)C1c1ccccc1 (stereo not drawn)	-20%	-2.1	1411	-0.84	-0.22	-0.44	0.72	0.78	1369	1.6	0.9	2.4	0	9	i	-5	i	-3.3%
CC(C)OCCCNc1ncc2c(n1)CC(c1cccs1)CC2=O (stereo not drawn)	7%	-1.4	1072	0.078	-0.31	0.2	0.1	-0.37	1364	4.4	1.5	7.1	8	8	i	-6	i	-2.6%
O=C(Nc1ncc(Cc2cccc(Cl)c2)s1)c1ccc([N+](=O)[O-])cc1	?	.	.	-0.11	0.25	0.16	0.97	-0.7	1242	2.1	3.8	8.7	21	5	i	3	i	2.5%
COC/C=C/C1=CC2=CC(=O)C(C)(OC(=O)CCC(=O)OC)C(=O)C2=CO1 (stereo not drawn)	.	-0.1	1178	-0.22	-0.72	-0.14	0.009	-1	1036	.	.	.	.	.	.	.	i	45%
CCOC(=O)C(NC(=O)Nc1ccc(O)cc1)(c1ccccc1)C(F)(F)F (stereo not drawn)	-5%	-1.9	574	0.63	-0.21	0.57	-0.028	-0.06	1322	2.2	3.3	6.0	-4	6	i	0	i	3.0%
Cn1cccc1Cc1nnc(SCC(=O)Nc2ccc3c(c2)OCCO3)n1CCc1ccccc1	-1%	.	.	-0.77	-0.24	-0.31	0.27	0.76	917	2.3	1.5	1.7	13	-2	i	-2	i	-0.9%
NCC(=O)Nc1ccc(Cl)cc1C(=O)c1ccc[nH]1	15%	0.8	1289	0.17	-0.26	-0.053	0.74	-1.9	791	.	.	.	.	.	.	.	i	1.0%
O=C(N/N=C/c1cccs1)c1cncc(Br)c1	-2%	-0.7	1084	0.64	-0.34	0.17	0.27	0.55	1332	3.8	3.1	6.2	5	11	i	3	i	-2.5%
O=C1CCC(C(=O)N2CCCC(C(=O)c3ccc4c5c(cccc35)CC4)C2)=NN1 (stereo not drawn)	?	-1.2	961	-0.036	-0.17	-0.12	-0.79	.	.	33*	31*	30*	5	-3	i	-4	i	-0.4%
CN(CCNC(=O)c1ccc(/C=N/O)nc1)Cc1ccccc1	4%	-1.5	1078	0.8	-0.24	0.46	-0.3	-0.01	1393	3.7	2.4	5.9	-13	-3	i	7	i	-1.4%
CCN(CC)C(=O)CSc1nnc(-c2ccncc2)n1N	4%	.	.	-0.98	-0.23	-1	1.7	.	.	3.8	1.8	6.2	2	5	i	4	i	0.1%
O=C(Nc1nccs1)c1ccc(Cl)c(S(=O)(=O)N2CCOCC2)c1	1%	0.7	1016	-0.24	-0.25	-0.17	0.33	1.8	1180	3.9	3.1	5.6	20	31	i	11	i	-0.4%
Cc1cc(C)n2nc(-c3ccc(F)cc3)nc2n1	0%	-1.6	1394	-0.52	0.2	0.011	-0.024	0.14	1392	2.5	2.1	4.1	-20	-2	i	-27	i	-2.5%
Cc1cc(C)nc(SCc2nnc(SCC(N)=O)o2)n1	-1%	1.5	962	-0.26	-0.26	-0.17	0.7	.	.	3.2	1.9	6.7	0	-11	i	-11	i	2.1%
COc1cccc(C2=NN(S(C)(=O)=O)C(c3cccs3)C2)c1 (stereo not drawn)	4%	0.2	975	0.32	-0.26	0.46	-0.62	-0.12	1376	1.3	1.7	4.6	6	12	i	6	i	-0.8%
CCOC(=O)CCCSc1nc(-c2ccc3c(c2)OCO3)cc(C(F)(F)F)c1C#N	18%	-0.1	864	-0.038	-0.21	0.17	0.26	0.02	1185	1.9	2.0	3.4	-1	6	i	-11	i	-0.2%
COc1cccc(C(c2nnnn2CC2CCCO2)N2CCN(C(=O)c3ccco3)CC2)c1OC (stereo not drawn)	-6%	0.3	1588	-0.13	-0.27	0.13	0.39	0.63	1393	3.7	2.0	7.7	5	12	i	3	i	-0.6%
